CBFb RUNX1 block: qHTS Assay for Compounds Blocking the Interaction Between CBF-beta and RUNX1 for the Treatment of Acute Myeloid Leukemia | Runt-related transcription factor 1 (Homo sapiens) + Core-binding factor subunit beta … | AlphaScreen CBFb-His/RUNX1-biotin binding, biochemical | Potency, µM (highest dose often 59.8 µM), for the others: top-dose activity, negative = inhibition, actives largely listed as inhibitors | 230,000 tested, under 10 active; note: % of control where 0% means no effect
Target sequence (Q01196 whole entry, looked up): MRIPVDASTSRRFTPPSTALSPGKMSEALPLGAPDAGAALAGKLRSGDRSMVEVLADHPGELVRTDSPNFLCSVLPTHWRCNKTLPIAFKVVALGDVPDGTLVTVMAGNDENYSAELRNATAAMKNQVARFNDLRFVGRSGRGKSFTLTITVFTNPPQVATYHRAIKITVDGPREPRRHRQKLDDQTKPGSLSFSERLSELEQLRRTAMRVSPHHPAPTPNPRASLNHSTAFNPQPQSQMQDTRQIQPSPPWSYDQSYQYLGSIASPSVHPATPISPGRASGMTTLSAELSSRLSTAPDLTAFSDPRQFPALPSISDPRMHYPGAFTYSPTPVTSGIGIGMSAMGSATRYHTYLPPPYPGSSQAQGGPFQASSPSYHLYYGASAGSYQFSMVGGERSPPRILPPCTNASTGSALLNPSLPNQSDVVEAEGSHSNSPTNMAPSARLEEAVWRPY
Target sequence (Q13951 whole entry, looked up): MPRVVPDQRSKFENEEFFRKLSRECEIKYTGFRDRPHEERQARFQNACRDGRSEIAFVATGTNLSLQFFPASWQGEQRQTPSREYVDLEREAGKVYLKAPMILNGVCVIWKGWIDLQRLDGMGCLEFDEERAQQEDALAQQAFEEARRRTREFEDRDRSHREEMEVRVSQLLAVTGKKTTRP
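AlphaScreen binding: CBFb-His and RUNX1-biotin (30 nM each) preincubated 20 min, compound added for 15 min, then nickel and streptavidin beads for 90 min, all at room temperature. Disruption of the interaction by any mechanism counts as activity.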
HTT aggregate: qHTS Multiplex Assay to Identify Dual Action Probes in a Cell Model of Huntington: Aggregate Formation (GFP). Potency, µM (top dose mostly 46.1 µM), for the others: at the top dose activity change, negative = inhibition, usual class: inhibitors. AID 1688, 2009. PC12 HttQ103-GFP aggregates, Acumen cytometry, 40 h. 1.1% of 220,000 active; note: potency is the fitted concentration of half-maximal effect; % is set by controls: 0 for no effect and ±100 for the full control effect; nearly all actives have a fitted effect of over 60% in size
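Huntingtin Q103 exon 1–GFP aggregates in induced PC12 cells (100 nM tebufenozide) were quantified by cytometry from lysates, with compounds dosed in titration.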
KinaseGlo FLuc: Counterscreen for Luciferase (Kinase-Glo TM) Inhibition. Luciferin 4-monooxygenase (Photuris pensylvanica), Q27757. Kinase-Glo luciferase, ATP luminescence, 8 min. Potency, µM (titrated, usually from 38.3 µM), for inactives: at the top dose activity change, negative = inhibition, most hits filed as inhibitors. 0.28% of 200,000 active. AID 1379, 2008; note: potency is the fitted concentration of half-maximal effect; % is set by controls: 0 for no effect and ±100 for the full control effect; nearly all actives have a fitted effect of over 60% in size
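Compound is pinned into ATP-containing buffer (10 uM ATP, imidazole pH 7.2, 7 mM MgCl2). Kinase-Glo luciferase reagent is then added. Light output is recorded following an 8-min room-temperature incubation.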
Epigenetic reg: Quantitative High-Throughput Screen for Regulators of Epigenetic Control; murine LDR cells, GFP reporter derepression, 30 h; 0.2% of 280,000 active; AID 1865, 2009; Potency, µM (highest dose often 53.9 µM), without a hit: top-dose GFP activation, hits mostly activators; note: potency is the fitted concentration of half-maximal effect; % of control where 0% means no effect; nearly all actives have a fitted effect of over 60% in size
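Reporter derepression read as number of fluorescent GFP-positive objects, 20-120 um in size, counted by laser-scanning cytometer. Mouse LDR line with an epigenetically silenced CMV-GFP locus; compound incubation 30 h, 37 C.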
NPSR antagonist: qHTS Assay for Antagonists of the Neuropeptide S Receptor: cAMP Signal Transduction; Potency, µM (doses to about 38.3 µM), without a hit: top-dose activity change, negative = inhibition, actives largely listed as inhibitors; Q6W5P4; CHO-NPSR cells, cAMP TR-FRET, antagonist mode; 1% of 220,000 active; AID 1461, 2008; note: potency is the fitted concentration of half-maximal effect; % is set by controls: 0 for no effect and ±100 for the full control effect; nearly all actives have a fitted effect of over 50% in size; many of its hits are not listed in these tables
Target sequence (Q6W5P4 whole entry, looked up): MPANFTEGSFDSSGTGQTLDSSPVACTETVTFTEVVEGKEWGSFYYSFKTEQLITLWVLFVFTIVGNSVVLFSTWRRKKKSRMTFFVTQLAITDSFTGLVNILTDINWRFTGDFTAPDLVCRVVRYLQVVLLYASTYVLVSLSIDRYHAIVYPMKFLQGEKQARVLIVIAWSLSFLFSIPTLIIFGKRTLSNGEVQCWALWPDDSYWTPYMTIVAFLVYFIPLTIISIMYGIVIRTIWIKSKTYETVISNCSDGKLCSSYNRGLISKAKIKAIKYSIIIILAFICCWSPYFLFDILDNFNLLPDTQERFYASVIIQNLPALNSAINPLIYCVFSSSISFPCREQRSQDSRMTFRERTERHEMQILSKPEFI
IMPase Li inh: qHTS Assay for Identifying the Cell-Membrane Permeable IMPase Inhibitors: Potentiation with Lithium; Potency, µM (series often up to 59.4 µM), inactives show at the highest dose activity, negative = IMPase inhibition, most hits filed as inhibitors; AID 1457, 2008; CHO-M1 cells, IP1 TR-FRET (IP-One), carbachol + lithium; 0.35% of 210,000 active;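 note: IP1 builds up when IMPase is blocked and the TR-FRET signal falls; potency is the fitted concentration of half-maximal effect; plate controls were basal vehicle for no effect and high inhibitor control for full effect; nearly all actives have a fitted effect of over 50% in size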
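Test compounds were applied to CHO-M1 cells previously cultured for 16–30 h at 2000 per well. A small lithium amount accompanied them; after 30 min at 37C, IP1 was quantified by TR-FRET.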
LMNA splice mod: qHTS Assay for Modulators of Lamin A Splicing. HeLa LMNA splicing GFP/RFP minigene ratio, 48 h. Potency, µM (highest dose often 46.1 µM), inactives show at the top dose ratio change, negative = inhibition, most hits filed as inhibitors. 0.01% of 200,000 active; active = well fitted inhibition curve with a large enough effect in the signal ratio, with a control signal flat, not every such curve was filed as active; inconclusive = small, poorly fitted or top-dose-only effect, or effect the other way, or a change in a side signal; the % refers to the signal ratio; note: potency is the fitted concentration of half-maximal effect; % is set by controls: 0 for no effect and ±100 for the full control effect
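S3 HeLa cells stably expressing lamin A-EGFP splicing minigene plus DsRed2, 600 cells/well, 48 h compound exposure at 37C. Laser-scanning cytometry; analysed as GFP (500-530 nm)/RFP (575-640 nm) total intensity ratio; 0.5% DMSO vehicle.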
* = called active by the depositor; ? = inconclusive; . = no result given; [ ] = remark or other dose. Unless noted, calls come from the whole dose curve; as a rule, active = well fitted curve in the direction sought with a large enough effect; inconclusive = small, poorly fitted or top-dose-only effect, or another doubt; inactive = no such curve, though single readings can be large; an effect the other way counts as inactive or inconclusive. An excerpt (hit frequency here may not be typical).

Results follow in this order: CBFb RUNX1 block, HTT aggregate, KinaseGlo FLuc, Epigenetic reg, NPSR antagonist, IMPase Li inh, LMNA splice mod
1: COc1cccc(C(=O)Nn2c(C)nnc2-n2nc(C)cc2C)c1
    4%, 13%, -1%, -0.8%, 5%[46.1 µM], 6%, -1%
2: CCOc1ccc(NC(=O)Cn2nnc(-c3ccccc3F)n2)cc1
    0%, 10%, -6%, 0.0%, -12%[46.1 µM], 22%[38.3 µM], 10%
3: O=[N+]([O-])c1ccc(N/N=C/c2ccccc2)c(F)c1
    21%, 3%, -1%, -1.6%, -28%, 8%, -1%
4: CCOC(=O)C(=CNc1ccc(-c2ccco2)c(Cl)c1)C(=O)OCC
    22%, 36%[9.22 µM], ., 4.5%, ?, ., .
5: O=c1c2c3c(sc2ncn1-n1cccc1)CCCCC3
    2%, -26%, -1%, -0.6%, 10%[46.1 µM], 8%, -7%
6: CCCCSc1nnc(-c2ccccc2)c2ccccc12
    3%, -31%, ., 0.0%, ?, ., -4%
7: O=C(NCc1ccccc1)C(=O)NCC1OCCN1C(=O)c1ccc(Cl)cc1 (configuration not stated)
    -11%, 5%, 2%, -3.9%, 0%, 8%, ?
8: O=C(/C=C1\NCC2c3ccccc3CCN2C1=O)c1ccccc1 (configuration not stated)
    -2%, -2%, -10%, 13%, -11%[46.1 µM], 8%[38.3 µM], 5%
9: CC(=O)c1c(C)oc2ccc(N(C(C)=O)S(=O)(=O)c3ccc(Cl)c([N+](=O)[O-])c3)cc12
    -12%, 11µM*, 2%, -0.9%, ?, 3%[38.3 µM], ?
10: Cc1cccc(C)c1NC(=S)N1CCC(N(C)CC2CCCO2)CC1 (configuration not stated)
    5%, 8%, 1%, 1.6%, 5%[46.1 µM], 43%[activator][38.3 µM], 9%
11: COc1nc2ccc(C)cc2cc1-c1noc(-c2ccccc2)n1
    1%, 18%, 0%, 6.6%, 5%[46.1 µM], 7%[38.3 µM], 8%[0.0737 µM]
12: O=C(/C=C/c1ccccc1)Nc1cccnc1Oc1ccccc1F
    17%, -1%[9.22 µM], ., 0.0%, 40%, ., .
13: CN1CCN(c2nc3c(c(=O)[nH]c(=O)n3C)n2Cc2cccc3ccccc23)CC1
    4%, 11%, -3%, 0.0%, -31%[46.1 µM], 33%[activator][38.3 µM], 4%
14: O=C(c1noc2c1CCCC2)N1CCN(c2ccc(F)cc2)CC1
    0%, 8%, 8%, -0.2%, -16%[46.1 µM], -4%[38.3 µM], 0%
15: O=C(CSc1nc2ccccc2o1)NCc1ccc2c(c1)OCO2
    -3%, -22%, 7%, -0.8%, -3%[46.1 µM], 30%[38.3 µM], -17%
16: O=C1C2C3C=CC(C3)C2C(=O)N1c1cccc(-c2nc3ccccc3o2)c1 (configuration not stated)
    2%, 0%, -5%, 1.0%, 2%[46.1 µM], 33%[38.3 µM], -2%
17: Cc1nnc(SCc2nc3ccccc3[nH]2)s1
    0%, 25%, -1%, -1.0%, -17%[46.1 µM], -5%[38.3 µM], 5%
18: Cc1ccc(C)c(Cn2nnc3c(=O)[nH]c(C4CCN(C(=O)c5cccs5)CC4)nc32)c1
    -26%, ?, 0%, -1.0%, ?, 40%[activator][38.3 µM], 6%
19: CCCc1nc2oc3cc(OC)ccc3c(=O)c2c(=O)n1Cc1ccco1
    -22%, -4%, 1%, 0.9%, -15%[46.1 µM], 13%[38.3 µM], 3%
20: Cc1ccc(S(=O)(=O)N2Cc3ccccc3CC2C(=O)Nn2cnnc2)cc1 (configuration not stated)
    4%, -1%, -2%, 1.1%, -9%[46.1 µM], -6%[38.3 µM], 2%

(listing goes on)
Results follow in this order: CBFb RUNX1 block, HTT aggregate, KinaseGlo FLuc, Epigenetic reg, NPSR antagonist, IMPase Li inh, LMNA splice mod
21: COc1ccc(-c2nc3ccc(C(=O)NCC(OC)OC)cc3nc2-c2ccc(OC)cc2)cc1
    23%, -18%, -1%, -0.2%, -27%, 3%, .
22: CC(NC(=O)c1ccccc1)C(=O)N/N=C/c1cccc([N+](=O)[O-])c1 (configuration not stated)
    11%, 9%, 6%, -1.2%, -2%, 7%, 5%[46 µM]
23: Cc1ccccc1OCCNc1cc(N2CCNCC2)ccc1[N+](=O)[O-]
    -16%, 0%[9.22 µM], -1%, 0.0%, ?, 2%, ?
24: CN1CC(=O)N(CC(=O)NCCc2ccc(F)cc2)c2ccccc2C1=O
    13%, 6%, 2%, 0.0%, -11%[46.1 µM], 19%[38.3 µM], 3%
25: COCc1nnc(SCC(=O)Nc2cccc(Cl)c2C)n1-c1ccccc1
    4%, -5%, -6%, 3.8%, -7%[46.1 µM], -6%[38.3 µM], ?
26: COC(=O)c1cc(NS(=O)(=O)c2ccc3c(c2)CCC(=O)N3)cc(C(=O)OC)c1
    2%, ?, 4%, -6.3%, -10%[46.1 µM], 0%[38.3 µM], 1%
27: Cc1sc2ncnc(OCC(=O)N3CCN(C(=O)c4ccco4)CC3)c2c1C
    9%, -4%, 3%, 11%, 8%, -17%, -34%[46 µM]
28: Cn1c(=O)c2c(nc(NC(Cc3ccccc3)C(=O)O)n2Cc2ccccc2)n(C)c1=O (configuration not stated)
    1%, -16%, 10%, -2.4%, -14%[46.1 µM], -14%[38.3 µM], ?
29: COc1ccc(C2c3sc(=O)[nH]c3SC3C(=O)N(c4ccccc4)C(=O)C32)cc1 (configuration not stated)
    -18%, -2%, 1%, 0.0%, -27%[46.1 µM], 21%[38.3 µM], -8%
30: Cn1c(SCC(=O)NC(C)(C)C)nc(O)cc1=O
    2%, ?, ., 2.7%, 1%[46.1 µM], ., 11%
31: CC(C)(C)C(=O)Nc1ccc(S(=O)(=O)Nc2ccccn2)cc1
    6%, ., 0%, -2.2%, 14%, 5%, -24%[46 µM]
32: CC1(C)C2CCC13CS(=O)(=O)NC3C2 (configuration not stated)
    9%, 3%, -3%, -8.7%, 21%[46.1 µM], -2%, -6%
33: CCC(=O)Oc1ccc2c(C)cc(=O)oc2c1C
    11%, -32%, 1%, 0.0%, 10%[46.1 µM], -14%[38.3 µM], ?
34: Nc1cc(=O)[nH]c(SCC(=O)Nc2ccc([N+](=O)[O-])cc2)n1
    -18%, -10%[9.22 µM], ., 0.0%, -14%, ., 7%[46 µM]
35: c1ccc(N/N=C(\Cc2ncc[nH]2)c2ccccc2)cc1
    9%, 10%, -1%, -1.3%, 35%, -15%, .
36: CCOc1ccc(CCNC(=O)CN2CCN(Cc3ccccc3F)C2=O)cc1OCC
    -1%, 18%, 0%, 0.0%, -2%[46.1 µM], 5%[38.3 µM], 13%
37: CC(c1nccs1)N(C)C(=O)CCc1nnc(CCc2ccccc2)o1 (configuration not stated)
    5%, 2%[9.22 µM], 0%, 2.1%, 5%, -1%, ?
38: CC(C)(C)C1CCC(=NNC(=O)CC(=O)NCc2ccccc2)CC1 (configuration not stated)
    1%, 5%, 2%, -1.0%, 8%, 5%, -3%
39: C=CCn1c(SCC(=O)Nc2cccnc2Cl)nnc1-c1ccc(Cl)cc1
    1%, 7%, 0%, 1.1%, 5%, 6%, ?
40: Cc1cc(C)nc(Sc2ncnc3c2oc2ccccc23)n1
    3%, ?, -2%, -1.2%, 18%[46.1 µM], -1%[38.3 µM], ?

Overlap with the part before: four entries, followed by the next part.
Results follow in this order: CBFb RUNX1 block, HTT aggregate, KinaseGlo FLuc, Epigenetic reg, NPSR antagonist, IMPase Li inh, LMNA splice mod
37: CC(c1nccs1)N(C)C(=O)CCc1nnc(CCc2ccccc2)o1 (configuration not stated)
    5%, 2%[9.22 µM], 0%, 2.1%, 5%, -1%, ?
38: CC(C)(C)C1CCC(=NNC(=O)CC(=O)NCc2ccccc2)CC1 (configuration not stated)
    1%, 5%, 2%, -1.0%, 8%, 5%, -3%
39: C=CCn1c(SCC(=O)Nc2cccnc2Cl)nnc1-c1ccc(Cl)cc1
    1%, 7%, 0%, 1.1%, 5%, 6%, ?
40: Cc1cc(C)nc(Sc2ncnc3c2oc2ccccc23)n1
    3%, ?, -2%, -1.2%, 18%[46.1 µM], -1%[38.3 µM], ?
41: COc1ccc2c(c1)CCc1c(C(=O)NCC(C)C)noc1-2
    4%, ?, -2%, 0.1%, -5%, 13%, -4%[46 µM]
42: CON
    ., ., 1%, -1.1%, ., 1%, -4%
43: COc1ccc(Br)c(C(=O)Nn2c(C)nc3ccccc3c2=O)c1
    2%, -14%, -7%, -0.9%, -1%[46.1 µM], -7%[38.3 µM], -10%
44: Cc1cc(Cl)c(S(=O)(=O)Nc2ccc3c(c2)OCO3)cc1OCC(N)=O
    0%, -16%, 2%, -2.9%, -7%[46.1 µM], -14%[38.3 µM], -1%
45: O=C(COC(=O)CCCNC(=O)c1ccc(Cl)cc1)NC1CC1
    -2%, -2%, 1%, 6.3%, 9%[46.1 µM], 3%[38.3 µM], 12%
46: O=c1[nH][nH]c(-c2ccccc2O)c1C(C[N+](=O)[O-])c1ccc(Br)cc1 (configuration not stated)
    -22%, -4%, 1%, -2.0%, -8%, 4%, ?
47: CC(NCc1ccco1)C(=O)N1CCc2ccccc2C1 (configuration not stated)
    7%, -6%, 1%, 0.0%, 0%[46.1 µM], 4%[38.3 µM], 4%
48: Cc1cc(OCC(=O)O/N=C(\N)Cc2cccs2)ccc1Br
    ?, -9%, 0%, -1.2%, -12%[46.1 µM], 15%[38.3 µM], 7%
49: O=C(Nc1nccs1)c1sc2ccccc2c1Cl
    9%, ?, -3%, -0.9%, 0%[46.1 µM], -15%, ?
50: CCc1ccc(N(CC(=O)Nc2ccccc2C(=O)N2CCOCC2)S(C)(=O)=O)cc1
    -3%, -10%, 1%, 2.3%, 13%, -7%, -4%
51: Nn1c(SCc2csc(-c3ccccc3)n2)nnc1-c1cccs1
    8%, 9%, -2%, -4.8%, -13%[46.1 µM], 17%[38.3 µM], -9%
52: COC(=O)c1c(NC(=O)CN2CCC(C(N)=O)CC2)c2c(C)cccc2n1C
    2%, -2%, -5%, -1.1%, -7%[46.1 µM], -31%[38.3 µM], -2%
53: CCCCC/C=C\C/C=C\CCCCCCCCCC(=O)NCC(=O)O
    -1%, ., 0%, -1.1%, ., 3%, .
